Assay outcomes deposited in PubChem BioAssay by several laboratories.
S1P2 blocker – blocks the human S1P2 receptor. inhibition, % at 5 µM. O95136. AID 736. cell-based S1P2 antagonist assay, inhibition at 5 uM. 97,000 tested, 0.21% active; in the data active = inhibition above about 45%;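 note: CRE beta-lactamase reporter cells expressing human S1P2 stimulated with S1P; 0% = agonist at EC80 alone and 100% = agonist plus reference antagonist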
Target sequence (O95136 whole entry, looked up): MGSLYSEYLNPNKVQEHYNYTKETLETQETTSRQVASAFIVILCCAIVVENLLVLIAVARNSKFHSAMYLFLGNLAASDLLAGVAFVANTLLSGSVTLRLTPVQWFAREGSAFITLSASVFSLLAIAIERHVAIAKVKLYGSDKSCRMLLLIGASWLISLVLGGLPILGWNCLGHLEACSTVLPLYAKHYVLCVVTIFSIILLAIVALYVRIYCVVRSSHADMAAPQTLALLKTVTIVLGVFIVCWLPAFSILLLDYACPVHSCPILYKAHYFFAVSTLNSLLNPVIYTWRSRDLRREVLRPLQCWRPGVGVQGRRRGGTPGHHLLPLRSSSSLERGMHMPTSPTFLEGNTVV
sEH act – activators of human soluble epoxide hydrolase | activation, % at 2 µM | purified human sEH enzymatic activity, activator screen | AID 717 | 91,000 tested, 0.04% active; in the data active = activation above about 37%; note: values of inactives mirror those of a sister screen read the other way
Target sequence (P34913 whole entry, looked up): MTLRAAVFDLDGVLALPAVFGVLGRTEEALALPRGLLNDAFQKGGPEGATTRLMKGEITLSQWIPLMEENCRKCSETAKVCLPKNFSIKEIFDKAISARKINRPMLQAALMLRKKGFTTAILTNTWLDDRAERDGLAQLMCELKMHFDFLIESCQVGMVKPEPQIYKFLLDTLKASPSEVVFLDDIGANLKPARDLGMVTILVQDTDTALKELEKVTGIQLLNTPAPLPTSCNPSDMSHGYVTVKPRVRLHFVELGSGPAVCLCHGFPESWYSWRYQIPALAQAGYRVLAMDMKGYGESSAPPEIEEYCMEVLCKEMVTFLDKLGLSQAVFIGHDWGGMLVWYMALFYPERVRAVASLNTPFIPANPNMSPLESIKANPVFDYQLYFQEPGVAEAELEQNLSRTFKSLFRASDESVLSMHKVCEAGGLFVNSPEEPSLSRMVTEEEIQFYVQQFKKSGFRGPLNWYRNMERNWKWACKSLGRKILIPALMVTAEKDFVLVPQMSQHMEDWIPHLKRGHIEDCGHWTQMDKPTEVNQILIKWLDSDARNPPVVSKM
S1P2 agonist – agonists of human S1P2 receptor | S1P2-expressing cell line, agonist reporter read-out | 97,000 tested, 0.46% active | O95136 | activation, % at 4.5 µM | AID 729; in the data active = activation above about 16%;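 note: 0% = vehicle low control and 100% = maximal reference agonist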
H69AR inhibit – blocks growth of human H69AR lung tumor cells; H69AR lung tumor viability, ATP luminescence, 72 h; active compounds read low; viability, % at 10 µM; 85,000 tested, 6% active; AID 598;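 active = viability at or below 40%; inactive = viability above 40%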;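 note: multidrug resistant small cell line overexpressing MRP-1 efflux transporter; 100% = mean luminescence of untreated control wells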
HUVEC inhibit – human endothelial cell proliferation inhibition; HUVEC proliferation, CellTiter-Glo luminescence, 72 h; active compounds read low; viability, % at 10 µM (by protocol); 86,000 tested, 1.1% active; AID 648;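 active = viability at or below 30%; inactive = viability above 30%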;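 note: 100% = median luminescence of DMSO-only cell control wells on each plate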
PTPN22 act – increases human PTPN22 phosphatase activity. 96,000 tested, 0.11% active. AID 697. activation, % at 2 µM. recombinant LYP, DiFMUP fluorescence; 0 = plate median, 100 = signal doubled. Q9Y2R2;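 active = activation at 2 µM above a set limit, the mean plus 5 SD, cut at about 37% in these data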
Fibroblast inh – blocks proliferation of human lung fibroblasts; LL 47 human lung fibroblast viability, ATP luminescence; active compounds read low; viability, % at 10 µM; 85,000 tested, 1.1% active; AID 719;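 active = viability at or below 50% in the single dose screen; inactive = viability above 50%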;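 note: compound exposure lasted 72 h before the ATP readout; 100% = median luminescence of untreated cell-only wells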
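Material: human LL 47 lung fibroblast cells; quantity: 1,150 cells/well; medium: IMEM plus 15% FBS; doses: 0.1% DMSO in all compound wells; timing: overnight attachment after seeding, then 72 h compound exposure at 37 °C; detection: CellTiter-Glo luminescence; measure: % viability of median cell-only signal; controls: cell-only wells, no compound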
PostGolgi ctrl – inhibits growth of the yeast control strain; efflux-deficient yeast background strain, growth absorbance A615, 16 h; inhibition, % at 10 µM; 98,000 tested, 5% active; in the data active = inhibition above about 30%
sEH inhibitor – blocks human soluble epoxide hydrolase activity; P34913; recombinant human sEH enzymatic activity assay; inhibition, % at 2 µM; 91,000 tested, 0.34% active; in the data active = inhibition above about 80%; note: values of inactives mirror those of a sister screen read the other way; many of its hits are not listed in these tables
The depositor's hits bear a star; / = no result given; & = joins results of further samples. Only part of the results is shown. The share of hits here may be higher or lower than overall.

Every second line gives: PTPN22 act, HUVEC inhibit, PostGolgi ctrl, sEH inhibitor, Fibroblast inh, sEH act, S1P2 blocker, H69AR inhibit, S1P2 agonist
[1] CC1(c2ccc(OC(F)F)cc2)NC(=O)N(CC(=O)NC2CCCCC2)C1=O (configuration not stated)
  /, 83, 8, /, 82, /, /, 96, /
[2] O=C(Nc1ccc(Nc2ccccc2)cc1)N1CCOCC1
  3, 97, 4, 7, 102, -6, 15, /, -1
[3] Cc1cc(NC(=O)c2ccco2)ncc1NC(=O)Cc1ccccc1
  /, 87, 7, /, 98, /, /, 79, /
[4] Cc1ccc(CNC(=O)CNS(=O)(=O)c2cccc3nsnc23)cc1
  -10, 97, 11, 2, 91, -2, 20, 91, -3
[5] N#C/C(=C\c1ccc(Cl)cc1)c1nc2ncccc2[nH]1
  1, /, 48*, -6, /, 5, -6, /, 2
[6] CCOc1ccc(C2N(c3cc(Cl)ccc3OC)C(=O)C3CCCN32)cc1OC (configuration not stated)
  9, 92, 0, -2, 98, -1, 16, 89, -4
[7] CCc1ccccc1NC1=NCC(=O)N1Cc1ccc(OC)cc1
  -1, 86, 9, -7, 92, 6, -5, 86, -4
[8] CC1(C)CSC(=S)N1S(=O)(=O)c1ccccc1
  17, 40, 12, -5, 100, 4, -6, 85, 0
[9] O=C(c1cccnc1Nc1ccc2c(c1)CCC2)N1CCOCC1
  8, 114, -7, /, 102, /, 17, 97, -6
[10] O=C(NC(=S)Nc1ccc(C(=O)N2CCOCC2)cc1)c1ccc([N+](=O)[O-])cc1
  4, /, -2, 11, /, -10, 8, /, -3
[11] CCNS(=O)(=O)c1ccc2nc(NC(=O)c3cccnc3)sc2c1
  -7, 93, 6, 3, 97, 0, -4, 79, -3
[12] CCSc1nnc(NC(=O)COc2ccccc2)s1
  0, 98, 5, 12, 105, -9, 3, 89, -5
[13] CCN(CC)CCNC(=O)CCc1n[nH]c(=O)c2ccccc12
  -4, 101, 5, -2, 99, 4, 0, 92, -9
[14] CN(C1CCCCC1)S(=O)(=O)c1ccc(C(=O)O)cc1
  -12, 100, -5, -9, 105, 8, 7, 89, -2
[15] COCC(=O)Nc1nc2n(n1)C(c1ccc(Cl)cc1)CC(c1ccc(OC)cc1)N2 (configuration not stated)
  5, 104, 7, -1, 103, 0, 6, 100, -8
[16] Cc1ccc2oc(=O)c3cnn(CC(=O)NC4CCC(C)CC4)c3c2c1 (configuration not stated)
  -6, 98, -10, -6, 92, 11, /, 102, /
[17] O=C1CCCC2=C1C1c3ccccc3C(=O)N1c1ccc(C(=O)c3ccccc3)cc1N2 (configuration not stated)
  2, 50, /, -4, 107, 10, 2, 21*, -11
[18] COC(=O)CN1C(C)=Nc2ccc(Br)cc2C1c1ccccc1 (configuration not stated)
  -3, /, -5, 15, /, -13, -5, /, -3
[19] COc1ccc2nc(NC(=O)Cc3cccs3)sc2c1
  1, 88, -2, -1, 96, 0, -4, 80, -1
[20] CCCC(c1nnnn1Cc1ccco1)N1CCN(c2cc(Cl)ccc2C)CC1 (configuration not stated)
  -11, 75, 16, 7, 96, -5, -10, 93, 0
[21] COc1cc(OC)c(CN2CCCCCCC2)cc1Br
  -1, 92, -4, -9, 96, 9, 27, 75, 0
[22] COc1ccc(-n2c(Cc3cccn3C)nnc2SCC(=O)Nc2nccs2)cc1
  /, 83, 11, /, 91, /, /, 94, /
[23] CCCCNC(=S)NNC(=O)c1csc(CC)c1
  -6, 92, /, -2, 87, 5, -9, 87, -4
[24] O=C(CCCn1c(=S)[nH]c2ccc(Br)cc2c1=O)NCC1CCCO1 (configuration not stated)
  14, /, 3, 13, /, -13, -8, /, -5
[25] CC(=O)C1=C(O)C(=O)N(CCCn2ccnc2)C1c1ccc(C)cc1 (configuration not stated)
  6, /, -1, 6, /, -6, 23, /, -5
[26] c1c2c(cc3sc(N4CCOCC4)nc13)OCCO2
  -1, /, -2, -14, /, 11, -9, /, -4
[27] C=CCNCc1cccn1-c1ccccc1
  2, 97, 34*, 3, 107, -3, -7, 96, -7
[28] CCOc1ccc(NC(=O)CN2CC(c3ccccc3)CC2=O)cc1 (configuration not stated)
  10, 103, -1, -1, 96, 3, 5, 94, -3
[29] COc1cc(NC(=S)NC(=O)c2ccccc2C)ccc1NC(=O)c1cccs1
  -1, /, 6, -3, /, 3, 12, /, -5
[30] Cn1cc(S(=O)(=O)N2CCN(c3ccccc3)CC2)c(=O)n(C)c1=O
  -2, 99, -4, -7, 106, 5, 30, 99, -4
[31] COc1ccc(Cl)cc1N1C(=O)C2CCCN2C1c1cccc(F)c1 (configuration not stated)
  -2, 88, 5, 2, 92, -4, 30, 88, -5
[32] c1ccc(Cn2nnc3c(NCc4ccc5c(c4)OCO5)nc(C4CC4)nc32)cc1
  -22, 67, 0, /, 88, /, -3, 63, -6
[33] O=C(NNc1cccc(Cl)n1)Nc1ccccc1Cl
  -3, /, 14, 3, /, 3, 8, /, -8
[34] N#CC(C(=O)NCc1ccccc1)c1nc2ccccc2nc1N1CCCC1 (configuration not stated)
  5, /, -6, 13, /, -14, 15, /, 1
[35] CCc1c(C)nc(SCC(=O)Nc2cccc(Br)c2)[nH]c1=O
  12, 100, 1, -13, 101, 10, 7, 100, -7
[36] COc1cc(SC)ccc1C(=O)NCCOc1ccccc1Cl
  -9, /, 29, -16, /, 16, -23, /, -2
[37] CC12CCC(C(=O)O)(C/C1=N\O)C2(C)C (configuration not stated)
  2&-9, 103&100, 28&11, -3, 99&104, 6, 29&17, 93&61, -7&-3
[38] CCOc1ccc(CCNC(=O)C2CCN(c3nn4c(=O)cc(C)nc4s3)CC2)cc1OCC
  /, 110, 13, /, 104, /, /, 81, /
[39] Cn1c(=O)c(C(=O)c2ccccc2)nc2ccccc21
  2, 108, -8, 6, 97, -8, -7, 104, -5
[40] Cc1cc(=O)[nH]c(SCC(=O)N2c3ccccc3CC2C)n1 (configuration not stated)
  7, 90, -1, -4, 95, 2, 15, 88, -4
[41] O=C1CCC(C(=O)NCCCn2ccnc2)N1 (configuration not stated)
  -9, 95, 1, 8, 105, -8, 13, 77, -3
[42] CC(C)OP(=O)(c1ccc(N(C)C)cc1)C(O)c1ccncc1 (configuration not stated)
  3, 98, 5, -3, 98, 2, 10, 91, -3
[43] C=CCNC(=O)c1cccn1-c1ccsc1C(=O)OC
  8, /, 0, -3, /, 9, -2, /, -5
[44] COc1ccc(CC(=O)NCc2nnc(SCCOc3ccccc3)n2C)cc1
  0, 107, -3, -4, 102, 2, 15, 104, -10
[45] CCn1c(COc2ccc3c(c2)OCO3)nnc1SCC(=O)c1ccccc1
  3, 90, 9, -2, 99, 6, 7, 77, -4
[46] S=c1[nH]nc(C2CCCCC2)n1/N=C/C=C/c1ccccc1
  -7, /, 31*, 18, /, -19, -15, /, -6
[47] c1ccc2c(-n3cnnn3)cccc2c1
  2, 90, 0, -16, 86, 13, 13, 83, -2
[48] COc1ccc(NC(=O)c2cc(-c3cccs3)on2)cc1OC
  3, 115, 1, /, 91, /, 1, 97, -6
[49] Cc1ccc(S(=O)(=O)Nc2ccc3oc(=O)sc3c2)c(C)c1
  -10, /, 20, 24, /, -22, -11, /, 1
[50] Cc1ccc(NC(=O)CN2CCCN(S(=O)(=O)c3ccc(Br)s3)CC2)cc1
  -2, 100, 33*, -5, 100, 5, -12, 31*, -3
[51] O=C(O)C1CCCCC1C(=O)Nc1cccc(C(=O)N2CCCCC2)c1 (configuration not stated)
  1, 96, 5, 6, 95, -5, 0, 100, 2
[52] CCc1nnc(NC(=O)CSc2nccn2-c2cc(C)cc(C)c2)s1
  2, 78, 15, -6, 99, 10, -11, 22*, -5
[53] CS(=O)(=O)N(Cc1ccc(Cl)cc1)c1ccc(C(=O)NCCSCc2ccco2)cc1
  10, 75, 5, 15, 95, -15, 2, 94, -8
[54] O=C(Nc1ccccc1)c1cc2ccccc2o1
  18, 75, /, -1, 81, 3, -19, 66, -4
[55] COc1ccc(Cn2c(=O)[nH]c3cc(C(=O)NCCCN4CCCCC4)ccc3c2=O)cc1
  -3, 92, 15, /, 97, /, 18, 102, -6
[56] CCSC1=C(C#N)C(c2ccc(F)cc2)CC(=O)N1 (configuration not stated)
  4, 88, 10, -2, 88, 0, 16, 90, -2
[57] CCCC(=O)Nc1ccc2nc(SCC(=O)Nc3nccs3)sc2c1
  0, 101, 5, -5, 105, 3, 5, 101, -4
[58] CC1(C)NC(=O)N(CCOCCOc2ccc3ccccc3c2Br)C1=O
  -4, 78, 14, 4, 90, -4, 4, 33*, -1
[59] Cc1nc(C(F)(F)F)nc(Nc2ccc(Br)cc2)c1C#N
  -2, /, 5, -2, /, 2, -58, /, 2
[60] COc1ccc(N2C(=O)c3ccccc3NC23CCC(C)CC3)cc1 (configuration not stated)
  1, /, 5, -1, /, 4, -5, /, -4

Next part:
Every second line gives: PTPN22 act, HUVEC inhibit, PostGolgi ctrl, sEH inhibitor, Fibroblast inh, sEH act, S1P2 blocker, H69AR inhibit, S1P2 agonist
[61] COc1ccc(Nc2nc3ccccc3n3cnnc23)cc1
  -4, 102, 25, -1, 96, 4, -11, 80, -11
[62] O=C(NCc1ccco1)C1CCN(c2nnc(-n3cccc3)s2)CC1
  /, 94, 5, /, 92, /, /, 88, /
[63] CCS(=O)(=O)n1nc(-c2ccc(Cl)cc2)nc1N
  /, 111, 12, /, 96, /, /, 104, /
[64] Cn1c(=O)c2cc(S(=O)(=O)Nc3cccc(F)c3)ccc2n(C)c1=O
  5, 96, 11, -4, 96, 4, -13, 91, -2
[65] CNC(=O)N(O)C1N(C)C(=O)N(Cc2ccccc2)C1(C)C (configuration not stated)
  -7, 93, 13, -8, 110, 10, -1, 105, -2
[66] Cc1cc(OCC(=O)Nc2ccc(OCc3ccccc3)cc2)nc(C(C)C)n1
  12, /, 1, -11, /, 12, -22, /, 1
[67] CCOC(=O)C1(C)/C(=N/Nc2cccc(Cl)c2)C(=O)C(=O)N1c1ccccc1 (configuration not stated)
  -4, 84, 10, 8, 101, -8, 2, 67, -4
